Screening data (PubChem)
TRPV1 agonist – HTS Assay for Compounds that Act as Agonists of the Vanilloid Receptor 1; TRPV1-expressing cells, Fluo-8 calcium influx, agonist mode; Transient receptor potential cation channel subfamily V member 1 (Homo sapiens), Q8NER1; 320,000 compounds, 0.19% hits; activation, % at 8.33 µM; in the data active = activation above about 80%; inconclusive = between about 30% and that limit; also: 0% is about no effect
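Cells expressing TRPV1 were dye-loaded with Fluo-8 and read kinetically: 10 s baseline, 3 min after compound (agonist portion), then 2 min after EC20 capsaicin (allosteric enhancer portion). Calcium-bound dye fluorescence at 480/520 nm.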
ELG1 genotoxic – qHTS screen for small molecules that induce genotoxicity in human embryonic kidney (HEK293T) cells expressing luciferase-tagged ELG1; HEK293T ELG1-luciferase reporter, luminescence, 16 h; Potency, µM (highest dose often 46 µM), for the others: at the highest dose activity change, positive = activation, most hits filed as activators; 330,000 compounds, 1.3% hits; AID 504466, 2011; also: potency is read from the fitted curve at half-maximal effect; % of control where 0% means no effect; nearly all actives have a fitted effect of over 60% in size
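Screening used a luciferase reporter fused to human ELG1 in HEK293T cells. Luminescence was read on a CCD plate imager after 16 hr exposure and 30 min ONE-Glo incubation.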
Eya2 inh – qHTS Assay for Inhibitors of the Phosphatase Activity of Eya2. Potency, µM (highest dose often 76.9 µM), inactives show top-dose activity, negative = inhibition, most hits filed as inhibitors. recombinant Eya2, OMFP fluorescence dephosphorylation (OMFP is methylfluorescein phosphate). 330,000 compounds, 0.006% hits. Protein phosphatase EYA2 (Homo sapiens), O00167; also: potency is read from the fitted curve at half-maximal effect; % is scaled to controls: 0 for no effect and ±100 for the full control effect
Target sequence (O00167 whole entry, looked up): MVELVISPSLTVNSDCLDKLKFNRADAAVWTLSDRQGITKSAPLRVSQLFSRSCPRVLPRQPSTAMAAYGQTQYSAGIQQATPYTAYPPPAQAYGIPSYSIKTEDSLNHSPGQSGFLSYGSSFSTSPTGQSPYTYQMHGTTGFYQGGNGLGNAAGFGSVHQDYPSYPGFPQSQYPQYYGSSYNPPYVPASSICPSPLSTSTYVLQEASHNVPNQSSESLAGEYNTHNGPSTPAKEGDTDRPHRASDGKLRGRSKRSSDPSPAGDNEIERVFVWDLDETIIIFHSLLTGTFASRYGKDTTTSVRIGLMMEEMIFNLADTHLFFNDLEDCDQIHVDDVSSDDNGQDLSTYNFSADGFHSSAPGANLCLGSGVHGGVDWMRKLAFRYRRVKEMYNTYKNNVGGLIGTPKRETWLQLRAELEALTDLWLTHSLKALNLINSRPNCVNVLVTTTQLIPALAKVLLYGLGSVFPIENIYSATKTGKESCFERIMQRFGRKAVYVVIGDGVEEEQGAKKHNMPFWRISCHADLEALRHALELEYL
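Eya2 (0.2 uM) preincubated 10 min at ambient with compound, then OMFP substrate added at 50 uM; 10 min reaction in 50 mM HEPES pH 7.5, 50 mM NaCl, 5 uM MgCl2, 0.05% BSA, 1 mM DTT. Fluorescence read at Ex 485/Em 525 nm.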
S-ASM inh – Inhibitors of Secretory Acid Sphingomyelinase (S-ASM): qHTS; placental ASM, HMU-PC fluorogenic substrate, 60 min; 340,000 compounds, 0.006% hits; Sphingomyelin phosphodiesterase (Homo sapiens), P17405; Potency, µM (series often up to 57.5 µM), without a hit: at the top dose activity change, negative = inhibition, usual class: inhibitors; also: potency is read from the fitted curve at half-maximal effect
Target sequence (P17405 47-631 limits assumed): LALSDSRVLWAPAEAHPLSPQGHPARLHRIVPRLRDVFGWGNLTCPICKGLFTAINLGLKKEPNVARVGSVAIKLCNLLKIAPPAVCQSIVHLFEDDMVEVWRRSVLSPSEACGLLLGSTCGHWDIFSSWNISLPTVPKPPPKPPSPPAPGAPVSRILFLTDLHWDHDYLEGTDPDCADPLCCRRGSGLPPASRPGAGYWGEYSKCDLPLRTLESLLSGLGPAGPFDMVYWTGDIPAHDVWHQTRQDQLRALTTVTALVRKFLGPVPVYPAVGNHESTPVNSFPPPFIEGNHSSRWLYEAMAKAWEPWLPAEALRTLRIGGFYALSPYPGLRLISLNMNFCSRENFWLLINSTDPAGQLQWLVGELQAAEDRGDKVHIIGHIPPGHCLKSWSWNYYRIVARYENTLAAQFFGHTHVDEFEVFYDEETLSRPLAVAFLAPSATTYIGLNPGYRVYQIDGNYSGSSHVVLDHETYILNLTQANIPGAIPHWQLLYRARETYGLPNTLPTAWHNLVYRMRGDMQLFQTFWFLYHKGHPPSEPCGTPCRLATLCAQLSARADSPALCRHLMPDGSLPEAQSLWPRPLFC
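Fluorescence read-out (Ex 386 nm, Em 447 nm) after stopping the reaction at pH 10. Enzyme: ASM from human placenta; substrate HMU-PC0, 9 uM final; 60 min, 37 °C. Compound preincubation 10 min, ambient temperature.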
p53 reactivation – qHTS assay for re-activators of p53 using a Luc reporter. Potency, µM (titrated, usually from 92.2 µM), for the others: at the top dose activity change, positive = activation, hits mostly activators. H1299 p53-A138V BP100-luciferase reporter, luminescence, 24 h. 320,000 compounds, 0.063% hits; also: potency is read from the fitted curve at half-maximal effect; % of control where 0% means no effect; nearly all actives have a fitted effect of over 45% in size
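H1299 (p53-null), stable ts p53-A138V + BP100-Luc; 1000 cells/well, Opti-MEM/10% FBS; cpd 4 pt, 1:5; 24 h, 37 deg C, 5% CO2; detection reagent 10 min RT; luminescence.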
a7 integrin act – qHTS for Activators of Integrin-Mediated Alleviation for Muscular Dystrophy; Potency, µM (titrated, usually from 38.3 µM), inactives show at the top dose activation, actives largely listed as activators; 350,000 compounds, 0.064% hits; alpha7betagal myoblasts, beta-gal FDG fluorescence, 48 h; AID 624291, 2012;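 also: potency is read from the fitted curve at half-maximal effect; 100% = response of the positive control SU9516; nearly all actives have a fitted effect of over 60% in size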
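alpha7betagal+/- myoblasts (passage 13, 250/well) treated 48 h at 37C with compounds at 1:260 dilution of DMSO stock. Lysed, then beta-galactosidase activity read as FDG fluorescence (ex 480/em 540) after 30 min, with pre-read for autofluorescence.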
USP2a block – qHTS Assay for Inhibitors of Ubiquitin-specific Protease USP2a Using CHOP2 as the Reporter; USP2 core, Ub-CHOP2 coupled fluorogenic reporter, 485/531; Potency, µM (top dose mostly 38.3 µM), for the others: top-dose activity change, negative = inhibition, most hits filed as inhibitors; 330,000 compounds, 0.01% hits; AID 463254, 2010;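 also: potency is read from the fitted curve at half-maximal effect; plate controls were DMSO wells for no effect and full inhibition by NEM control for full effect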
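Cell-free coupled assay: 10nM USP2 core preincubated 30min RT with compound in Tris-HCl pH 8.0/CaCl2/CHAPS buffer, then 25nM Ub-CHOP2 and 25nM reporter substrate; fluorescence (Ex 485/Em 531) read after 60min RT, normalized to NEM inhibition, concentration-response curves fitted.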
BRCA1 expr up – qHTS Assay to Identify Small Molecule Activators of BRCA1 Expression; MCF7-BRCA1-FFLuc reporter, luminescence, 48 h; response scale: scaled: vehicle 0%, 10 µM genistein 100%; Potency, µM (titrated, usually from 46.1 µM), inactives show at the highest dose activation, actives largely listed as activators; 380,000 compounds, 1.1% hits; AID 624202, 2012; also: potency is read from the fitted curve at half-maximal effect; nearly all actives have a fitted effect of over 80% in size; some results filed as inactive show a strong effect at the top dose
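Using MCF7 cells harboring a BRCA1 firefly luciferase reporter, plated 2 h before compound pinning, the screen measured luminescence after 48 h incubation. Responses were normalized to DMSO and 10 microM genistein, then fitted for concentration-effect.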
B2AR arrestin – qHTS assay of beta-arrestin-biased ligands of beta2-adrenergic receptor; Beta-2 adrenergic receptor (Homo sapiens), P07550; beta-arrestin recruitment to beta2AR, cell-based reporter; Potency, µM (doses to about 46.1 µM), for inactives: top-dose activation, hits mostly activators; 330,000 compounds, 0.02% hits; AID 492947, 2010;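 also: potency is read from the fitted curve at half-maximal effect; 0% = DMSO controls and full agonism = EC100 isoproterenol or metaproterenol; nearly all actives have a fitted effect of over 65% in size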
uPA generation – qHTS for Inhibitors of Cell Surface uPA Generation. cell surface uPA generation assay, qHTS. Potency, µM (highest dose often 38.3 µM), for inactives: at the highest dose activity change, negative = inhibition, usual class: inhibitors. 330,000 compounds, 0.31% hits. AID 540303, 2011; active = well fitted inhibition curve with a large enough effect; inconclusive = small, poorly fitted or top-dose-only effect; inactive = no such curve, though single readings can be large or run the other way; tested in mouse RAW 264.7 cells; also: potency is read from the fitted curve at half-maximal effect; % is scaled to controls: 0 for no effect and ±100 for the full control effect; nearly all actives have a fitted effect of over 55% in size
PTAP TSG101 blk – qHTS Assay for Iinhibitors of HIV-1 Budding by Blocking the Interaction of PTAP/TSG101 | Fluorescence polarization, FITC-PTAP peptide / Tsg101 binding | AID 493005, 2010 | 340,000 tested, under 10 active | Potency, µM (highest dose often 115 µM), for inactives: top-dose activity change, negative = inhibition, usual class: inhibitors; active = well fitted inhibition curve with a large enough effect in the main read-out, with a control signal flat, not every such curve was filed as active; inconclusive = small, poorly fitted or top-dose-only effect, or effect the other way, or a change in a side signal; inactive = no such curve, though single readings can be large or run the other way; also: potency is read from the fitted curve at half-maximal effect; % of control where 0% means no effect
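Tsg101 binding domain (10 uM final) was mixed with compound and a FITC-labeled PTAP peptide (50 nM final) in HEPES pH 7.5 buffer with NaCl, Tween 20, EDTA and TCEP; fluorescence polarization was read after 20 min at r.t.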
* = called active by the depositor; i = inactive; u = inconclusive; x = no result given; [ ] = another dose, or the depositor's remark. Unless noted, calls follow the shape of the dose curve; as a rule, active = well fitted curve in the direction sought with a large enough effect; inconclusive = small, poorly fitted or top-dose-only effect, or another doubt; inactive = no such curve, though single readings can be large; an effect the other way counts as inactive or inconclusive. This is a random part of the collection; overall some 2.6% were active at least once.

Every second line gives: TRPV1 agonist	ELG1 genotoxic	Eya2 inh	S-ASM inh	p53 reactivation	a7 integrin act	USP2a block	BRCA1 expr up	B2AR arrestin	uPA generation	PTAP TSG101 blk
> CCOC(=O)CCc1c(C)c(C#N)c2[nH]c3ccccc3n2c1=O
 : 6	-31%[inhibitor]	-9%	i	4%	7%	4%	-35%	-0.2%	-1%	-7%
> O=C(CN1CCN(Cc2ccccc2)CC1)N/N=C/C=C/c1ccco1
 : 1	8%	-2%	-2%	0%	-17%	4%	2%	2.5%	-1%	-1%
> CCC[C@H]1NC(=O)[C@H](C)N(C)C(=O)C(C)(C)C(=O)C(C)NC(=O)[C@H](Cc2ccc(OC)cc2)N(C)C(=O)[C@H](C(C)C)N(C)C(=O)CNC(=O)[C@H](CC(C)C)N(C)C(=O)CNC(=O)[C@H]([C@@H](C)CC)OC(=O)[C@H]1C (some centres not stated)
 : x	0%	-27%	1%	21%	0%	-15%	-39%	-0.8%	-86%	-1%
> CC(C)CNC(=O)CN(c1cccc(Cl)c1)S(C)(=O)=O
 : 0	-1%	-5%	0%	3%	5%	3%	1%	0.0%	0%	-1%
> CC(=O)c1cccc(NC(=O)CCCOc2ccc(C)cc2)c1
 : u	-2%	-7%	-1%	-1%	15%	1%	-4%	-0.6%	1%	-4%
> CCC(C)/C(C)=N/NC(=O)CSc1nc2ccccc2[nH]1 (configuration not stated)
 : 23	-1%	-1%	4%	0%	u	-1%	-5%	0.5%	1%	-5%
> Cc1cc(=O)[nH]c(SCC(=O)NCCc2ccccc2)n1
 : 1	1%	23%	-4%	0%	17%	1%	-33%	-0.8%	1%	1%
> O=C1C2CCCN2C(c2cccs2)N1c1ccc(Cl)cc1 (configuration not stated)
 : 10	1%	19%	1%	1%	12%	-1%	26%	0.3%	-14%	-4%
> CC(C)CC(=O)N/C(N)=N/c1nc2ccccc2o1
 : x	u	23%	-1%	21%	22%	3%	u	-0.4%	-1%	-1%
> COc1ccc(-c2csc(NC(=O)C3CC(=O)N(c4ccc5c(c4)OCCO5)C3)n2)cc1 (configuration not stated)
 : -4	-4%	-1%	-10%	-5%	-29%	-6%	-66%	-0.3%	-11%	0%

New compounds follow.
Every second line gives: TRPV1 agonist	ELG1 genotoxic	Eya2 inh	S-ASM inh	p53 reactivation	a7 integrin act	USP2a block	BRCA1 expr up	B2AR arrestin	uPA generation	PTAP TSG101 blk
> CCCn1cc(NC(=O)c2cc(-c3ccccc3)on2)cn1
 : u	23µM*	7%	0%	17%	24%	-1%	-46%	-0.4%	x	-5%
> COc1cccc2c(=O)c3c(cnn3C)n(C)c12
 : 0	14%	3%	i	5%	-8%	0%	u	-0.3%	-4%	-3%
> CC1Nc2ncnc(N3CCOCC3)c2N(Cc2ccccc2)C1=O (configuration not stated)
 : -4	3%	17%	2%	-5%	25%	0%	-23%	-1.5%	11%	3%
> COc1ccc(CC(NC(C)=O)C(=O)NC2CCN(c3c4c(nc5ncnn35)CCC4)CC2)cc1OC (configuration not stated)
 : -3	0%	-11%	-2%	-2%	13%	-6%	10%	2.5%	-1%	1%
> O=C(NC1CCCCC1)c1ccc([N+](=O)[O-])cc1
 : x	x	x	-1%	x	1%	x	u	x	2%	-8%
> CC(=O)OC/C=C(\C)CCC=C(C)C
 : -2	-9%	-15%	8%	0%	-1%	-3%	-31%	-0.7%	15%	-1%
> Cc1c(NS(=O)(=O)c2ccc(Br)s2)c(=O)n(-c2ccccc2)n1C
 : 1	x	x	0%	x	-5%	x	-18%	x	2%	-7%
> COc1ccc2c(c1)C(=O)N(c1ccc(C)cc1)C(=O)C2
 : -1	3%	6%	0%	3%	14%	0%	-22%	2.2%	16%	-4%
> COc1ccc(-n2c(COc3cccc4ccccc34)nnc2SCC(=O)NCc2ccco2)cc1
 : 0	-22%	-20%	-14%	-1%	-14%	-3%	-74%	0.4%	-10%	0%
> Cc1cc(CNC(=O)CC2C(=O)NCCN2Cc2ccccc2C(F)(F)F)nn1C (configuration not stated)
 : 2	2%	-2%	5%	-1%	9%	0%	-20%	-0.2%	7%	-8%

Carrying on:
Every second line gives: TRPV1 agonist	ELG1 genotoxic	Eya2 inh	S-ASM inh	p53 reactivation	a7 integrin act	USP2a block	BRCA1 expr up	B2AR arrestin	uPA generation	PTAP TSG101 blk
> O=C(NC1CCS(=O)(=O)C1)c1ccc(S(=O)(=O)N2CCCCC2)cc1 (configuration not stated)
 : 1	-2%	0%	4%	-3%	5%	0%	-15%	0.2%	2%	-5%
> COc1cc2cc(Oc3ccc4ccc(=O)oc4c3)c(=O)oc2cc1O[C@@H]1O[C@H](CO)[C@@H](O)[C@H](O)[C@H]1O
 : x	5%	-4%	27%	-2%	3%	-1%	19%	0.2%	2%	-5%
> CC(C)C[C@H](NC(=O)c1nc[nH]c1C(=O)NC1CCN(C(=O)OC(C)(C)C)CC1)C(=O)OCc1ccccc1
 : 3	-7%	-14%	-20%	-11%	-36%	-13%	0%	-0.9%	-15%	x
> Cc1ccccc1NC(=O)CN1C(=O)COc2ccc(Cl)cc21
 : x	6%	12%	-1%	-8%	-4%	4%	-16%	-0.1%	-19%	0%
> C/C(=N\NC(=O)c1ccccc1)c1ccc(N2CCCCC2)cc1
 : 14	u	-1%	10%	30%	-11%	1%	11µM*	0.0%	-6%	-2%
> CCOc1ccc(CSC(=N)N)cc1[N+](=O)[O-]
 : 2	-1%	4%	-2%	-8%	-22%	3%	-70%	0.3%	-12%	-3%
> COc1ccc(C2c3[nH]c4ccccc4c3C[C@H]3C(=O)N(c4ccccc4C(=O)NCCN4CCOCC4)C(=O)N23)cc1 (some centres not stated)
 : 4	-4%	8%	0%	9%	-14%	1%	-4%	0.1%	-19%	-4%
> COC(=O)c1ccccc1NC(=S)N1CCC(N2CCCCC2)CC1
 : -2	4%	5%	7%	-1%	16%	1%	-15%	0.3%	-8%	1%
> CCC(OC(=O)c1nsc(Cl)c1Cl)C(=O)NCC1CCCO1 (configuration not stated)
 : 2	-5%	-11%	-18%	2%	4%	0%	-4%	-0.3%	0%	-1%
> O=C(CN1CCOc2ccccc21)N1CCC(Cc2ccccc2)CC1
 : x	x	x	-1%	x	11%	x	-5%	x	-12%	-6%

More entries.
Every second line gives: TRPV1 agonist	ELG1 genotoxic	Eya2 inh	S-ASM inh	p53 reactivation	a7 integrin act	USP2a block	BRCA1 expr up	B2AR arrestin	uPA generation	PTAP TSG101 blk
> Cc1c(OC(C)C(=O)NCCCN2CCOCC2)ccc2c3c(c(=O)oc12)CCC3 (configuration not stated)
 : -2	1%	6%	32%[activator]	0%	14%	1%	0%	-0.5%	1%	-6%
> Clc1ccc2oc(-c3cccnc3NCc3ccccc3)nc2c1
 : 2	0%	16%	x	-2%	9%	0%	0%	0.0%	-4%	-4%
> O=C(Nc1cc(S(=O)(=O)N2CCCC2)ccc1OCC(F)(F)F)c1ccccc1F
 : 7	0%	-5%	0%	-7%	-16%	1%	-4%	-0.6%	9%	-2%
> CN(C(=O)c1cccc(NC(=O)Cc2ccc(NC(=O)C3CCN(C(=O)C4CCCCC4)CC3)cc2)c1)C1CCC1
 : x	x	x	0%	x	16%	x	-19%	x	16%	-2%
> O=S(=O)(/N=C(/Nc1ccccc1)C(F)(F)F)c1ccccc1
 : 2	2%	-2%	3%	-1%	-4%	1%	-1%	-0.5%	2%	2%
> Cc1cc(-c2ccc(Cl)cc2Cl)c(C#N)c(=O)[nH]1
 : 0	0%	-2%	9%	4%	13%	1%	u	-0.6%	3%	-9%
> COc1ccc(N2C(=O)C3CCCN3C2=O)cc1 (configuration not stated)
 : 5	-1%	22%	2%	4%	-10%	1%	8%	6.0%	1%	-2%
> COc1cc2c(cc1NC(=O)COC(=O)c1ccc(C(C)(C)C)cc1)oc1ccccc12
 : -6	2%	6%	0%	-11%	u	2%	-3%	-0.2%	-1%	0%
